# High-throughput results: PubChem BioAssay, NCI
# All columns: NCI-60 one-dose screen, growth in % after 48 h at 10 µM unless noted; 100 = growth as untreated, 0 = no growth, -100 = all killed.
# NCI-H460: NCI-H460 lung cancer. 82,000 compounds, 6.8% hits
# COLO 205: COLO 205 colon cancer; AID 1794742; 79,000 compounds, 7.3% hits
# NCI-H322M: NCI-H322M lung cancer | 80,000 compounds, 2.7% hits | AID 1794733
# HCT-116: HCT-116 colon cancer; 82,000 compounds, 7.3% hits
# NCI-H226: NCI-H226 lung cancer; AID 1794732; 79,000 compounds, 3.5% hits
# HCT-15: HCT-15 colon cancer | 82,000 compounds, 5.2% hits | AID 1794746
# SW-620: SW-620 colon cancer; 82,000 compounds, 5.2% hits; AID 1794795
# HT29: HT29 colon cancer; 81,000 compounds, 7.4% hits; AID 1794748
# KM12: KM12 colon cancer cells; 82,000 compounds, 5% hits; AID 1794800
# An asterisk follows results filed as active; . = not tested or not shown; & = joins results of further samples. The calls were made as follows: active = growth percent below 10; inactive = the rest.
SMILES,NCI-H460,COLO 205,NCI-H322M,HCT-116,NCI-H226,HCT-15,SW-620,HT29,KM12
Cc1cc(=O)n2c(-c3ccccn3)nc3c4ccccc4ccc3n12,98.3,115.6,98.5,91.6,91.8,89.7,98.3,97.5,.
O=C(CN1C(=O)CN(/N=C/c2ccc([N+](=O)[O-])o2)C1=O)c1ccccc1,94.5,110.9,101.6,94.6,96.7,58.3,97.6,112.5,100.9
CCOC(=O)c1cc(C(=O)c2ccc(Cl)cc2)n2ccc(-c3ccn4c(C(=O)c5ccc(Cl)cc5)cc(C(=O)OCC)c4c3)cc12,98.4,82.8,95.0,95.0,100.5,91.2,93.5,91.0,91.7
CC(=O)c1c(C)c(C)cc(C)c1C,110.3,119.3,114.2,104.8,106.7,99.7,101.6,99.2,114.6
COc1ccc(/C=C/c2c(C(=O)c3ccccc3)c(=O)[nH]c3ccccc23)cc1,93.3,87.9,95.9,81.0,96.1,105.6,104.3,100.3,97.5
CC(=O)[C@H]1CC[C@H]2[C@@H]3C[C@H](F)C4=CC(=O)CC[C@]4(C)[C@@]3(F)[C@@H](O)C[C@]12C,99.2,104.5,104.8,98.0,81.4,97.9,103.5,107.9,100.5
CCCCC1COc2cccc3c(SCC(=O)N(C)Cc4ccccc4)cc[n+]1c23 (stereo not drawn),107.3,109.0,112.5,103.5,99.0,95.7,100.4,106.0,98.7
NS(=O)(=O)c1cc(Cl)cc(Cl)c1O,101.8,115.3,114.7,95.6,115.9,107.1,104.1,99.5,98.8
Nc1nc(-c2cccnc2)nn1-c1nc2ccccc2s1,105.2,109.4,101.3,100.2,.,106.8,114.0,99.0,103.0
CC(=O)OC[C@H]1OC(Sc2sc(C(=O)c3ccc(Br)cc3)c(N)c2-c2nc3ccccc3s2)[C@@H](OC(C)=O)[C@H]1OC(C)=O (stereo partly drawn),104.1,108.5,90.5,98.9,79.4,97.3,96.0,101.7,98.7
COc1ccc(-c2nnc(COc3ccc(Cl)cc3Cl)o2)cc1OC,-4.8*,58.5,16.8,34.3,32.8,49.5,40.6,28.7,58.9
O=C(NCCN1CCOCC1)n1cc(-c2ccncc2)c(-c2ccc(Cl)c(O)c2)n1,103.7,101.0,143.9,109.2,114.3,107.9,121.2,104.4,106.6
CCN(CC)CCC(C(=O)O)(c1ccccc1)c1ccccc1,105.3,100.6,103.4,90.9,106.0,103.1,97.9,94.9,100.4
CSc1nc2sc3c(c2c(=O)n1-c1ccc([N+](=O)[O-])cc1)CCCCC3,74.7,99.0,88.8,84.4,94.0,94.6,95.4,92.6,101.3
N[C@@H]1CCN(C(=O)c2cc3cc(Cl)c(F)c(F)c3[nH]2)C1,99.8,109.7,87.1,92.8,75.0,96.8,96.6,88.0,98.8
O=C(NNc1ccc(-c2ccccc2)nn1)c1ccccc1,100.4,107.2,94.7,91.3,101.7,103.5,102.5,106.8,101.8
COc1cc2c(cc1OCCCCCCN1CCN(CC(=O)Nc3ccc(Cl)cc3C(=O)c3ccccc3Cl)CC1)N=CC1CCCN1C2=O (stereo not drawn),-30.5*,-60.1*,-97.8*,-42.3*,-82.0*,-100.0*,-83.6*,-56.8*,-75.9*
N#Cc1c(-c2ccc(Br)cc2)n2c(nc1=O)NNCC2=O,108.0,124.8,101.5,104.2,98.9,104.6,98.9,104.9,116.4
COC(=O)c1ccc(N)c2c(N)ccc(C(=O)OC)c12,108.2&103.4,120.6&108.4,98.6&89.0,106.6&105.1,99.5&97.9,103.6&99.2,102.2&96.9,101.7&97.9,104.8&101.1
CCCCCCCCc1ccc(C(=O)Nc2ccc(C)cc2C(=O)O)cc1,88.4,118.5,91.1,75.5,84.3,53.2,103.0,109.0,50.3
COc1cc2c(cc1OC)C(c1ccccc1[N+](=O)[O-])=NCC2,97.8,99.1,83.7,86.5,89.0,95.8,99.5,99.1,102.0
Nc1nc(Nc2ccc(Cl)cc2)c2cc[nH]c(=O)c2n1,103.5,126.8,97.1,93.0,117.0,104.8,104.2,115.1,96.1
Cc1cc(C)n(Cc2ccccc2)c(=O)c1C#N,104.3,121.3,104.7,100.4,109.8,102.3,101.2,104.5,99.9
COc1cc2oc(-c3cccc(C(=O)Nc4ccc(Cl)cc4)c3)cc(=O)c2c(OC)c1OC,20.1,18.0,37.0,15.3,36.5,17.0,50.4,4.6*,26.3
CC1=CC(c2cccc(Cl)c2)C(=O)/C1=C\c1cn(CCCn2cc(/C=C3/C(=O)C(c4cccc(Cl)c4)C=C3C)c3ccccc32)c2ccccc12 (stereo not drawn),105.4,123.6,106.0,91.3,107.4,112.5,117.5,106.0,121.2
CC(C)C1=CC2=CC[C@@H]3C(C)(C)C(=O)[C@@H](O)C[C@@]3(C)[C@@H]2CC1,104.4,117.4,107.1,103.1,103.0,97.6,98.1,109.5,102.8
C=CCSCC1Nc2cc(Cl)c(S(N)(=O)=O)cc2S(=O)(=O)N1 (stereo not drawn),111.2,110.6,98.4,101.8,99.8,105.5,103.1,109.9,115.0
Cn1c(N2CCOCC2)nc(-c2ccco2)c(C#N)c1=O,117.7,117.7,97.2,.,93.8,111.4,99.5,115.9,112.3
COC1=CC(c2ccc[nH]2)=N/C1=C\c1[nH]c(C)c(C(=O)CCC(=O)Oc2ccc3c(c2)CCC2C3CC[C@]3(C)[C@@H](O)CC[C@@H]23)c1C (stereo partly drawn),1.6*,31.5,42.7,-84.2*,15.5,-48.0*,-51.1*,6.7*,3.5*
Cc1ccc(C23CCC(=O)N2CCc2cncn23)cc1 (stereo not drawn),109.9,98.6,99.3,103.8,96.2,98.9,97.7,98.3,101.3
O=C(NNc1ccccc1)C1CCC(=O)N1Cc1ccccc1 (stereo not drawn),100.6,110.4,93.3,97.9,100.8,72.4,90.4,95.9,93.3
O=C(Nc1ncnc2nc[nH]c12)c1ccco1,101.0,107.0,96.1,107.5,86.1,97.7,97.4,99.9,102.4
CCOC(=O)c1ccc(C(=O)O)cc1OC,105.5,106.4,105.0,98.6,84.9,106.8,110.5,101.4,105.1
CCCCCCN(N)C(=O)CC#N,107.6,106.6,101.5,94.3,102.2,102.5,104.1,95.5,99.5
COc1cc(-c2nc(-c3ccccc3)[nH]c2-c2ccnc(NCCCNS(=O)(=O)c3cccc(F)c3)n2)ccc1F,94.2,93.0,101.6,75.1,83.9,72.7,106.3,83.2,85.8
O=C1OC2Oc3ccccc3C(O)=C2C=C1c1ccc(F)cc1 (stereo not drawn),108.1,104.2,105.3,98.8,138.2,98.0,105.2,96.3,102.5

# An excerpt from further up, for reference:
SMILES,NCI-H460,COLO 205,NCI-H322M,HCT-116,NCI-H226,HCT-15,SW-620,HT29,KM12
COC1=CC(c2ccc[nH]2)=N/C1=C\c1[nH]c(C)c(C(=O)CCC(=O)Oc2ccc3c(c2)CCC2C3CC[C@]3(C)[C@@H](O)CC[C@@H]23)c1C (stereo partly drawn),1.6*,31.5,42.7,-84.2*,15.5,-48.0*,-51.1*,6.7*,3.5*
Cc1ccc(C23CCC(=O)N2CCc2cncn23)cc1 (stereo not drawn),109.9,98.6,99.3,103.8,96.2,98.9,97.7,98.3,101.3
O=C(NNc1ccccc1)C1CCC(=O)N1Cc1ccccc1 (stereo not drawn),100.6,110.4,93.3,97.9,100.8,72.4,90.4,95.9,93.3
O=C(Nc1ncnc2nc[nH]c12)c1ccco1,101.0,107.0,96.1,107.5,86.1,97.7,97.4,99.9,102.4
CCOC(=O)c1ccc(C(=O)O)cc1OC,105.5,106.4,105.0,98.6,84.9,106.8,110.5,101.4,105.1
CCCCCCN(N)C(=O)CC#N,107.6,106.6,101.5,94.3,102.2,102.5,104.1,95.5,99.5
COc1cc(-c2nc(-c3ccccc3)[nH]c2-c2ccnc(NCCCNS(=O)(=O)c3cccc(F)c3)n2)ccc1F,94.2,93.0,101.6,75.1,83.9,72.7,106.3,83.2,85.8
O=C1OC2Oc3ccccc3C(O)=C2C=C1c1ccc(F)cc1 (stereo not drawn),108.1,104.2,105.3,98.8,138.2,98.0,105.2,96.3,102.5

# Going on with the list:
SMILES,NCI-H460,COLO 205,NCI-H322M,HCT-116,NCI-H226,HCT-15,SW-620,HT29,KM12
c1ccc(SC(c2ccccc2)c2ccccc2)cc1,106.3,105.5,96.6,98.9,83.4,99.3,102.8,86.9,103.5
CCOC(=O)[C@@H]1CCCN(S(=O)(=O)c2ccc(S(=O)(=O)N(CC)CC)c(F)c2)C1,81.2,83.9,90.2,42.0,72.6,84.4,86.6,83.0,81.9
O=C(Cn1cc(COn2nnc3ccccc32)nn1)Nc1ccccn1,106.1,110.5,96.9,102.0,98.7,107.1,104.8,108.0,108.6
O=C(O)c1ccc(-n2cc(C(c3oc(CO)cc(=O)c3O)c3oc(CO)cc(=O)c3O)c(-c3ccc(F)cc3)n2)cc1,103.4,109.1,106.5,106.4,98.5,103.1,100.9,102.4,97.0
Cc1c(C(=O)NCCN2CCOCC2)cn2ncnc(Oc3ccc(NC(=O)Nc4ccc(Cl)c(C(F)(F)F)c4)cc3)c12,3.2*,-25.4*,73.8,8.5*,34.2,21.8,0.9*,7.9*,19.6
CN(C)c1oc(C2OC2c2cccc3ccccc23)nc1C#N (stereo not drawn),109.1,93.3,85.1,96.3,81.5,101.8,100.8,94.2,99.7
CCSc1nc(-c2ccco2)n2nc(-c3cccs3)cc2n1,93.8,119.8,105.0,96.0,85.3,78.8,94.2,104.4,86.6
CC(=O)c1c(O)c2ccc(Cl)cc2[nH]c1=O,105.4,93.3,103.1,86.1,98.6,91.2,96.9,109.4,102.8
Clc1ccc(C2=N[C@H]3CCC[C@@H]3N(c3ccccc3)C(C(Cl)Cl)=N2)cc1,103.5,91.2,101.1,85.8,106.6,94.5,102.8,87.4,100.8
Cc1ccc(-c2nc(C#N)c(N3CCN(S(=O)(=O)c4ccc(C)cc4)CC3)o2)cc1,97.0,117.4,102.8,104.7,95.9,98.8,103.6,94.0,97.8
OC(CC1CCCCN1)c1cc(C(F)(F)F)nc2c(C(F)(F)F)cccc12 (stereo not drawn),81.5,98.0,93.2,79.9,89.0,91.3,91.1,67.3,75.6
COc1cc(C2=NN(C=O)C(c3cccc(Nc4ccnc5cc(Cl)ccc45)c3)C2)cc(OC)c1OC (stereo not drawn),83.4,66.1,91.1,62.6,68.9,52.4,88.6,22.0,91.0
Nc1c(Cl)cc(/C=C2\C=Cc3ccccc32)cc1Cl,112.3,101.5,105.8,103.5,98.7,100.0,111.1,97.6,105.9
CCOc1ccc(NC(=S)n2c(=O)cc(C)c3ccc(O)cc32)cc1,108.9,103.1,99.2,96.6,97.6,99.0,99.7,107.4,99.7
O=C(N/N=C\c1ccc([N+](=O)[O-])cc1)C(=O)N/N=C\c1ccc([N+](=O)[O-])cc1,112.1,103.5,95.1,105.0,116.9,104.0,103.8,96.5,101.6
CCOC(=O)CC(=O)C1CC1,104.2,107.8,86.0,103.6,98.2,107.8,101.0,102.9,103.6
O=C(N/N=C\c1ccc(Cl)cc1)c1ccc2nc(-c3ccc(Br)cc3)[nH]c2c1,-76.4*,-33.4*,41.3,-86.8*,9.5*,-25.2*,-49.3*,-52.0*,-23.2*
COc1nc2ccccc2n2c1nc1ccccc12,100.0,93.6,103.5,91.4,91.8,100.3,107.7,101.7,103.4
O=C(N/N=C/c1cc2ccccc2n2nnnc12)Nc1ccccc1,105.4,107.9,105.4,113.2,102.8,98.3,107.1,97.2,103.9
CCCCNc1ccc(-c2ccc(NCCCC)cc2)cc1,65.8,110.7,95.9,55.3,73.4,50.6,78.6,101.5,56.9
COc1ccc(C2NCc3c(nc4c(c(C)nn4-c4ccccc4)c3-c3ccc(Cl)cc3)N2)cc1 (stereo not drawn),103.4,110.4,96.9,84.4,94.9,107.3,102.2,93.5,98.8
NS(=O)(=O)Oc1ccc(NC(=O)c2ccc3ccccc3c2)cc1,104.2,107.7,97.6,102.8,106.7,97.2,100.5,107.3,98.2
O=C(Nc1ccc2c(ccn2Cc2ccc(F)cc2)c1)c1ccnnc1,62.3,107.1,85.7,74.5,77.2,100.7,97.1,91.3,87.6
Cc1cc(=O)oc2cc(OCC(O)CNN3C(=O)c4cccc5c(N6CCN(C)CC6)ccc(c45)C3=O)ccc12 (stereo not drawn),99.4,87.7,100.9,93.5,102.0,91.0,84.3,89.6,90.8
O=C(Nc1ccc(N2CCCCC2)c(Cl)c1)c1ccc(Br)o1,69.4,103.2,115.5,84.3,82.1,61.1,74.2,73.7,70.1
COc1cc(/C=C/C(=O)c2ccc(NC(=O)CSc3nnc(-c4cc(-c5ccc(Cl)cc5)nc5ccccc45)n3-c3ccccc3)cc2)cc(OC)c1OC,96.7,117.9,.,82.6,90.6,97.6,102.4,105.3,96.7
COc1ccc(NC(=S)NNC(=O)COc2ccc(-c3nc4ccccc4[nH]3)cc2OC)cc1,104.8,105.9,92.9,103.5,98.8,103.4,97.3,104.7,99.1
CCOC(=O)c1ccc(N2C(=O)CC(N3C(=O)/C(=C/c4cccnc4)SC3=S)C2=O)cc1 (stereo not drawn),101.8,120.1,97.9,105.6,95.0,103.1,99.2,107.7,105.4
Cc1cc(C)c2ccc(NC(=O)CCC(=O)O)nc2n1,99.7,114.8,.,100.3,91.0,87.1,98.7,94.9,106.7
CC1(C)O[C@@H]2C(O)[C@@H]3OC(C)(C)O[C@H]3C(O)[C@@H]2O1 (stereo partly drawn),113.6,112.1,107.4,109.9,109.7,97.7,105.0,114.1,110.5
CCCCCCCN(c1ccc(C(=O)OCC)cc1)S(=O)(=O)c1ccc(C)cc1,92.4,111.6,90.4,76.7,82.4,83.0,86.7,73.8,96.2
